PAX8 inh HTS: inhibitors of PAX8 transcriptional activity in RMG-I cells | inhibition, % at 12.6 µM | AID 652154 | RMG-I TPO-luciferase reporter, SteadyGlo, 24 h | hit rate 1.2% among 360,000;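 active = mean replicate inhibition at least 60% with every replicate also reaching 60%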;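 also: luciferase light reporting Pax8 driven TPO promoter activity; plate controls were median of neutral control wells for no effect and mitoxantrone controls for full effect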
Statin myotox sup: suppression of simvastatin myotoxicity; C2C12 myotubes + simvastatin, ATP luminescence, 48 h; scaled: DMSO 0, geranylgeraniol control 100; rescue of ATP level, % at 7.49 µM; hit rate 0.78% among 330,000; AID 602340;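 active = mean ATP rescue above about 67%, or every replicate alone reaching that limit, limit read from the data, passing the limit was not always enough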;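 also: myotubes were challenged with 10 µM simvastatin during compound exposure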
ARNT-TACC3 inh: ARNT/TACC3 interaction disruption. Q9Y6A5. AlphaScreen His-ARNT PAS-B/GST-TACC3 binding, luminescence; TACC3 fragment carries E629A point mutation. inhibition, % at 9.99 µM. hit rate 0.66% among 390,000. AID 623870;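 active = mean inhibition of replicates at least 50% and at least half of replicates each reaching 50%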;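 also: 0% = complete ARNT plus TACC3 wells and 100% = ARNT alone without TACC3; many hits fall short of the cut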
INS-1E GSIS act: GLuc luminescence reporter in INS-1E cells, primary screen for activators of glucose-dependent secretion of insulin. INS-1E GLuc reporter insulin secretion, 2-3 h. activation, % at 16.6 µM. hit rate 0.61% among 370,000;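 active = lowest replicate activation of at least 40%, so every replicate reaches that level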;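 also: 0% = median of neutral control wells and 100% = median of IBMX positive control wells; some compounds called inactive have numbers as strong as hits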
PglD inh: blocks C. jejuni PglD acetyltransferase activity; purified PglD enzyme, DTNB colorimetric CoA detection; inhibition, % at 12.5 µM; hit rate 0.098% among 360,000; in the data active = inhibition above about 16%, passing the limit was not always enough; also: strong numbers were not always called active
Cneo AK release: causes C. neoformans cell lysis | adenylate kinase release luminescence, 4 h; normalised: neutral wells 0, clomiphene wells 100 | lysis activity, % at 15 µM | hit rate 0.2% among 360,000;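 active = mean lysis activity across replicates of at least 80%, whatever share of replicates individually reach that level; inactive = mean lysis activity below 80%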
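Test system: log-phase Cryptococcus neoformans yeast cells; Quantity: yeast cell density of 5 × 10^6 cells/mL; Buffer or medium: YPD; Doses: single compound concentration per well; Timing: 4 h at 37 °C static, read 1 h later; Measured by: AK luminescence; Read-out basis: lysis from increased AK signal; Control set: Clomiphene as positive control.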
LGR2 antag: Drosophila LGR2 receptor signaling inhibition; inhibition, % at 9.99 µM; AID 720647; hit rate 0.35% among 380,000; HEK293 LGR2, CRE-luciferase, bursicon-stimulated, 4 h;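 active = drop in luminescence signal, shown as inhibition above about 50% in the replicate tests, limit read from the data, passing the limit was not always enough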;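 also: agonist challenge used bursicon conditioned medium at about half maximal strength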
PGC1a acetyl inh: PGC1a acetylation modulation, inhibitor mode; hit rate 0.17% among 350,000; U2OS PGC1a acetylation, AlphaScreen anti-acetyl-lysine; with virally co-expressed GCN5 acetyltransferase; inhibition, % at 15.6 µM;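 active = every replicate shows inhibition of at least 40%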;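 also: 0% = neutral control wells and 100% = positive control wells; some results beyond the cut were filed as inactive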
* = called active by the depositor; . = not tested or not shown.

Fields: Cneo AK release	LGR2 antag	INS-1E GSIS act	PGC1a acetyl inh	ARNT-TACC3 inh	PAX8 inh HTS	PglD inh	Statin myotox sup
- CN(CC(=O)Nc1cc(S(=O)(=O)N2CCCC2)ccc1Cl)Cc1cccs1
    .	-3.1	-43.8	-0.1	23.6	31.8	.	-9.8
- COc1cccc(CN2CCNC(=O)C2CC(=O)N(C)Cc2nc(C)cs2)c1OC (stereo unspecified)
    -3.7	4.1	0.7	2.1	-2.0	0.9	1.2	.
- O=C(Cc1ccc(NC(=O)C2CCCN(C(=O)C3CCCCC3)C2)cc1)Nc1cccc(C(=O)N2CCCC2)c1 (stereo unspecified)
    -1.4	-9.5	-9.7	2.1	33.7	-41.3	-3.6	12.7
- Nn1c(Cc2ccc(F)cc2)n[nH]c1=S
    .	5.5	21.1	.	27.7	-12.0	.	.
- COc1cc(Cl)c(CC(=O)c2c[nH]c3ccccc23)cc1OC
    -15.7	18.4	14.7	.	-17.7	21.9	-0.2	24.8
- COC(=O)C[C@@H]1CC[C@@H]2[C@@H](COc3ccc(NC(=O)Nc4cc(C)cc(C)c4)cc3C(=O)N2C)O1
    2.1	1.4	-13.3	.	1.5	29.1	-1.1	-0.5
- Cc1cc(NC(=O)COc2ccc(C)c(C)c2)no1
    .	-5.5	11.7	-2.6	-3.6	-27.7	.	1.0
- CO[C@H]1CN(C)C(=O)c2ccc(NC(=O)c3ccc(F)cc3)cc2OC[C@@H](C)N(C(=O)c2ccc(F)cc2)C[C@H]1C
    42.6	-12.9	-1.3	-10.7	3.5	-2.1	-2.6	13.3
- COCCNC(=O)C1CCCN(C(=O)c2ccc(F)c(C)c2)CC1 (stereo unspecified)
    -0.5	-0.4	19.0	5.9	.	21.8	1.7	-3.6
- C[C@H](CO)N1C[C@H](C)[C@H](CN(C)Cc2ccc3c(c2)OCO3)Oc2cc(-c3cccc(C(=O)N(C)C)c3)ccc2S1(=O)=O
    -0.5	-5.0	-14.8	-39.2	7.6	10.6	3.5	-15.8
- CCS(=O)(=O)N1Cc2ccccc2CC1C(=O)Nc1ccc(OC)cc1 (stereo unspecified)
    .	-14.0	11.2	.	2.3	-20.2	.	.
- C=C(C)c1cccc(C(C)(C)NC(=O)NCCN(CC)CC)c1
    .	10.8	-0.9	-1.2	-4.0	-3.5	.	.
- N#C[C@H]1[C@@H](c2ccccc2-c2ccccc2F)[C@H](CO)N1C(=O)C1CCOCC1
    .	-18.0	-11.6	2.2	.	0.6	.	.
- CC(=O)CSc1nc2c(c(=O)[nH]c(=O)n2C)n1Cc1cccc(Br)c1
    8.8	.	.	-39.3	-2.2	20.6	-3.3	9.6
- O=C1CC(c2cc([N+](=O)[O-])ccc2Cl)c2c(ccc3ccccc23)N1 (stereo unspecified)
    0.0	13.7	-15.4	.	-1.1	29.0	2.7	.
- C[C@@H](NC(=O)C[C@@H]1CC[C@H]2[C@@H](COC[C@@H](O)CN2C(=O)Nc2ccccc2)O1)c1ccccc1
    0.1	10.9	-1.2	-3.7	0.2	-30.6	1.7	-11.8
- CC(C)C(=O)N1CCC(c2nc(-c3ccc(S(=O)(=O)N4CCN(C)CC4)cc3)no2)CC1
    .	.	-7.7	-10.8	-8.8	-10.8	.	12.6
- CN(C)CC(=O)N[C@H]1C=C[C@H](CC(=O)NCc2ccc(Cl)cc2)O[C@H]1CO
    5.3	13.4	14.9	1.8	2.6	-12.5	0.3	-1.7
- CCCCn1c(SCC(=O)NC2CCS(=O)(=O)C2)nnc1-c1ccc(OC)cc1 (stereo unspecified)
    -0.3	-24.2	3.0	5.4	-21.5	3.6	-0.2	10.2
- COCCn1c(SCC(=O)c2cc(C)n(C)c2C)nc2ccccc2c1=O
    .	11.6	14.3	-8.7	1.2	-11.4	.	.
- COCOCCn1cc(CN2CCS(=O)(=O)N(Cc3ccc(-c4ccc(C)cc4)cc3)C(C(C)C)C2=O)nn1 (stereo unspecified)
    1.1	15.6	-19.0	-2.4	.	-29.8	2.3	0.0
- COc1ccc(-c2ccccc2[C@H]2[C@@H](CO)N(C(=O)C3CCCC3)[C@H]2C#N)cc1
    .	-15.2	-13.7	-13.8	.	3.2	.	.
- CC(C)NC(=O)Nc1ccc2c(c1)C(=O)N([C@H](C)CO)C[C@H](C)[C@@H](CN(C)Cc1ccc(C(=O)O)cc1)OCCCC[C@@H](C)O2
    -3.1	2.1	15.3	.	-8.1	-0.3	-2.4	.
- Cc1cc(O)c(C(C)C)cc1N=C1CSC(=O)N1
    -2.5	.	.	-14.1	1.5	19.4	5.2	-6.4
- NC(=O)c1ncn([C@@H]2O[C@H](CNCc3ccccc3C#Cc3ccccc3)[C@@H](O)[C@H]2O)n1
    -0.6	-11.4	27.3	-1.5	-6.0	-17.5	-4.1	-3.4
- CCC(=O)Nc1ccc2c(c1)C(=O)N(C)C[C@H](OC)[C@@H](C)CN(CC1CCCCC1)[C@@H](C)CO2
    -2.7	3.1	-8.3	8.2	1.8	.	1.2	3.8
- Cc1ccsc1C(=O)OCC(=O)Nc1c(Cl)cccc1C(F)(F)F
    3.0	17.8	11.4	2.9	0.3	.	6.2	.
- Cc1nn(C)c(C)c1S(=O)(=O)N1CCC(C(=O)NCC2COc3ccccc3O2)CC1 (stereo unspecified)
    -3.9	27.0	-3.9	.	5.7	2.7	0.9	-4.1
- CC1(C(=O)O)CCC(C(=O)NC2CCCCC2)C1(C)C (stereo unspecified)
    -0.1	1.9	1.1	9.6	4.8	.	4.0	0.5
- O=C(NC(=S)Nc1ccc2[nH]ncc2c1)c1ccccc1
    0.9	.	.	.	1.7	.	7.1	0.5

Two records picked at random from the list so far:
Fields: Cneo AK release	LGR2 antag	INS-1E GSIS act	PGC1a acetyl inh	ARNT-TACC3 inh	PAX8 inh HTS	PglD inh	Statin myotox sup
- NC(=O)c1ncn([C@@H]2O[C@H](CNCc3ccccc3C#Cc3ccccc3)[C@@H](O)[C@H]2O)n1
    -0.6	-11.4	27.3	-1.5	-6.0	-17.5	-4.1	-3.4
- CC1(C(=O)O)CCC(C(=O)NC2CCCCC2)C1(C)C (stereo unspecified)
    -0.1	1.9	1.1	9.6	4.8	.	4.0	0.5

Next part
Fields: Cneo AK release	LGR2 antag	INS-1E GSIS act	PGC1a acetyl inh	ARNT-TACC3 inh	PAX8 inh HTS	PglD inh	Statin myotox sup
- O=C(Nc1ccccc1)N1CCCC(CNS(=O)(=O)Cc2ccccc2)C1 (stereo unspecified)
    -0.4	-16.6	-2.3	1.7	-3.8	-14.4	-2.4	2.2
- Cc1cc(C)c2cc(CN(CC3CCCO3)S(=O)(=O)c3ccc4c(c3)OCCO4)c(=O)[nH]c2c1 (stereo unspecified)
    -2.3	.	.	-3.5	-2.9	.	.	-15.0
- Cc1cc(C)n2nc(SCC(=O)N3CCCC(C)C3)nc2n1 (stereo unspecified)
    0.5	13.1	2.7	4.8	-3.1	0.4	-1.0	-3.0
- Cc1ccc(S(=O)(=O)N(C)C[C@@H]2Oc3ccc(NC(=O)Nc4ccccc4)cc3C(=O)N([C@H](C)CO)C[C@H]2C)cc1
    1.9	4.4	-2.5	1.9	-1.1	-12.4	26.2	-17.8
- COc1ccc(/C=N/NC(=O)Nc2nonc2N)cc1
    -0.6	.	.	11.7	2.8	.	-1.3	-3.3
- CCN1CCN(C(=O)C2CC(c3ccc(F)cc3)=NO2)CC1 (stereo unspecified)
    -1.4	-21.9	6.5	-4.3	.	-21.7	1.3	-7.3
- COc1ccc(/C(C)=N/Nc2ccc(C(=O)O)cc2)cc1OC
    0.7	-54.8	62.7*	.	3.7	.	57.9*	.
- Cc1ccccc1NC(=O)Nc1ccccc1N1CCCCC1
    3.4	5.8	-17.7	.	-7.6	-5.8	-0.3	-3.8
- Cc1cc(C(=O)Nc2ccc(Br)cn2)sc1C
    -3.7	-67.1	1.8	-14.3	1.3	-183.4	-5.5	-7.9
- C[C@@H]1CN([C@H](C)CO)C(=O)c2cccc(NC(=O)Nc3ccc(F)cc3)c2O[C@@H]1CN(C)C(=O)Nc1ccc2c(c1)OCO2
    0.7	-7.3	5.7	-9.2	-5.2	.	-3.8	.
- O=C1/C(=C/c2cccnc2)Sc2ccccc21
    0.1	-5.6	17.8	-4.2	3.5	.	-4.5	93.0*
- O=C(NCCN1C(=O)CSC1=O)C1CC(=O)N(c2ccccc2)C1 (stereo unspecified)
    -0.1	.	.	10.4	-29.7	.	9.4	-0.5
- Cc1cccc2cc(CN(CC(C)C)S(=O)(=O)c3ccccc3)c(=O)[nH]c12
    -4.8	14.1	-7.8	-7.9	4.1	-7.8	7.2	-69.0
- CCCn1nnc(NC(=O)COc2ccccc2Cl)n1
    0.8	-13.1	19.9	-0.4	-4.7	.	-2.3	0.1
- O=C(O)c1cccnc1SCC(=O)N1CCCCCC1
    4.1	0.8	3.3	10.2	1.7	.	8.5	.
- O=C(C(c1ccccc1)c1ccccc1)N1CCN(Cc2ccco2)CC1
    0.2	3.0	-4.3	-7.2	-4.3	.	2.0	-2.0
- Cc1ccc2nc(SCC(=O)Nc3cc(C)on3)[nH]c2c1
    -0.2	4.0	-2.8	1.2	-8.6	.	1.4	-13.0
- COc1ccc(CN(C)C[C@@H]2Oc3ccc(NC(=O)Nc4ccc(OC)cc4)cc3CC(=O)N([C@H](C)CO)C[C@H]2C)cc1
    56.0	-18.9	0.0	2.1	0.0	.	0.3	38.8
- COCC(=O)Nc1ccc2c(c1)C(=O)N(C)[C@H]1CC[C@H](CC(=O)NCCc3ccncc3)O[C@H]1CO2
    -2.9	0.4	-6.3	-0.8	-3.9	-9.7	4.6	-0.7
- N#CCSc1nnc2ccc3ccccc3n12
    -2.9	.	.	1.4	16.2	.	5.0	6.8
- O=[N+]([O-])c1ccccc1Oc1ccc(S(=O)(=O)N2CCOCC2)cc1
    0.4	15.0	-16.7	-4.8	0.7	8.3	1.9	-7.7
- CCCn1c(N)c(N(CCOC)C(=O)COC(=O)CSc2cc(C)c3ccccc3n2)c(=O)[nH]c1=O
    -0.6	-17.5	5.5	.	-8.6	-2.8	-3.0	-2.9
- COc1ccc(NC(=O)Nc2cccc3c2O[C@H](CN(C)Cc2ccccc2)[C@H](C)CN([C@H](C)CO)C3=O)cc1
    38.7	5.4	0.1	-6.5	-2.6	.	1.3	-26.1
- O=C1C2ON(c3ccccc3)C(c3ccccn3)C2C(=O)N1c1ccc(Br)cc1 (stereo unspecified)
    -5.2	-7.5	-23.9	.	-5.4	.	3.9	2.5
- COc1ccc(C2C(C(=O)c3ccco3)=C(O)C(=O)N2CC2CCCO2)cc1OC (stereo unspecified)
    0.2	-8.4	2.3	-11.6	-0.7	-11.8	-1.5	27.3
- CCC(O)C1CCN(Cc2cn(Cc3ccccc3)nc2-c2cc3ccccc3o2)CC1 (stereo unspecified)
    .	6.2	-21.6	.	5.7	-3.6	.	.
- Cc1ccc(NC(=S)N2CCC(NC(=O)c3ccc(F)cc3)CC2)cc1
    -0.9	3.4	-5.5	.	-1.5	-5.6	-0.4	-9.1
- COc1cccc(C(CC(=O)NCc2ccco2)NS(=O)(=O)c2ccc(C)cc2)c1OC (stereo unspecified)
    -1.3	.	.	6.9	-5.6	.	4.2	99.7*
- O=C(CNCc1ccccc1)Nc1ccc(F)cc1
    -0.2	0.0	9.8	3.2	1.1	-36.4	2.1	10.6
- O=c1[nH]c2ccccc2c2nc3ccccn3c12
    -4.1	.	.	.	14.6	-38.6	-2.5	.
- COc1ccc(NC(=O)COC(=O)c2ccc(Br)o2)cc1OC
    -0.4	.	.	-15.2	-2.3	-18.0	-2.0	9.3
- O=S1(=O)CCOC[C@H](CC2CCCCC2)N1Cc1ccc(Cl)cc1
    1.1	13.7	-1.4	-12.0	32.2	-5.7	-3.2	-2.2

Assay outcomes as filed in PubChem BioAssay.
